# Salmonella PhoP GFP: PhoP-dependent GFP reporter repression – Salmonella Typhimurium, primary screen (AID 1863); inhibition, % at 50 µM; hits with a dose series show IC50 in µM; S. Typhimurium PhoP-regulated promoter GFP reporter, 4 h; higher % means a stronger effect; 300,000 tested, 0.16% active;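 active = inhibition over 29.93%, a cutoff 3 SD above the screen mean, later confirmed by dose response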;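 note: 0% = low Mg2+ inducing control and 100% = high Mg2+ repressing control; strong numbers were not always called active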
# RSV CPE inhibition: inhibition of RSV-induced cytopathic effect – HEp-2 cells, primary 10 µM value included (AID 2391). HEp-2 cells, RSV-induced CPE inhibition; higher % means a stronger effect. one-dose CPE inhibition, % at 10 µM; IC50 in µM for titrated hits. 310,000 tested, 0.13% active; in the data active = a potency from the dose series; note: strong numbers were not always called active
# T cell HTS: T cell immune modulators affecting CD8 T cell-vesicle binding; 2C CD8+ T cell-vesicle binding, flow cytometry; hits give low values; 330,000 tested, 0.068% active; calls only at 7 µM; AID 2052;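 active = response, share of CD8 T cells binding vesicles, and their 90th percentile fluorescence all below set limits, cut at about 80% in these data, passing the limit was not always enough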
#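 System: murine 2C transgenic CD8+ T lymphocytes; also added: QL9-loaded Drosophila micro-vesicles; times: binding 1.5 h at 37 °C; measured by: flow cytometry, PE anti-B7-1 (FL2) versus Alexa647 anti-CD8 (FL8), PFA-fixed; control set: Peptide-free naked vesicles (low) and QL9 vesicles with 0.7% DMSO vehicle (high)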
# K1F lysis inhibition: inhibition of K1F phage lysis, E. coli UTI89, bacterial capsule biogenesis inhibitors, alamar blue (AID 488966). E. coli UTI89 K1F phage lysis, alamar blue, 2 h; higher % means a stronger effect. one-dose inhibition, % at 100 µM; IC50 in µM for titrated hits. 340,000 tested, 0.02% active;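 active = phage lysis inhibition, versus mean bacterial control, above a set limit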;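 note: capsule biogenesis inhibitors block K1F phage lysis so surviving cells raise fluorescence; higher fluorescence means more inhibition of phage lysis; actives were called in the ten point dose series up to 300 µM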
# NS5 inhibitors: Dengue-2 NS5 methyltransferase inhibitors, primary screen, biochemical, confirmation dose response (AID 588689) | Dengue-2 NS5 methyltransferase capping enzyme assay, biochemical; higher % means a stronger effect | inhibition, % at 25 µM; hits with a dose series show IC50 in µM | 340,000 tested, 0.3% active; in the data active = a potency from the dose series
# MgcRacGAP inhibition: MgcRacGAP GTPase-activating activity inhibitors, confirmation, biochemical, ADP Hunter fluorescence | MgcRacGAP-stimulated Rac1 GTP hydrolysis, ADP Hunter fluorescence; higher % means a stronger effect; GST-tagged Rac1 F28L mutant substrate | inhibition, % at 30 µM, or IC50 in µM where a hit was titrated | 340,000 tested, 0.6% active | AID 624330;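 active = first-screen hits whose inhibition reached a set limit at any dose in the follow-up dose series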;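 note: fluorescence reports GDP produced by GAP-driven GTP hydrolysis; strong numbers were not always called active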
# NTR1 agonist: NTR1-driven beta-arrestin-GFP spot formation – imaging, U2OS cells, high content, primary screen (AID 493036); P30989; agonist mode; activation, % at 20 µM; 330,000 tested, 0.17% active;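 active = activation at or above 40% of the spot to cytoplasm intensity ratio, with at least 20 cells analyzed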;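 note: 0% = DMSO without peptide and 100% = 100 nM NTR1 peptide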
# Target sequence (P30989 whole entry, looked up): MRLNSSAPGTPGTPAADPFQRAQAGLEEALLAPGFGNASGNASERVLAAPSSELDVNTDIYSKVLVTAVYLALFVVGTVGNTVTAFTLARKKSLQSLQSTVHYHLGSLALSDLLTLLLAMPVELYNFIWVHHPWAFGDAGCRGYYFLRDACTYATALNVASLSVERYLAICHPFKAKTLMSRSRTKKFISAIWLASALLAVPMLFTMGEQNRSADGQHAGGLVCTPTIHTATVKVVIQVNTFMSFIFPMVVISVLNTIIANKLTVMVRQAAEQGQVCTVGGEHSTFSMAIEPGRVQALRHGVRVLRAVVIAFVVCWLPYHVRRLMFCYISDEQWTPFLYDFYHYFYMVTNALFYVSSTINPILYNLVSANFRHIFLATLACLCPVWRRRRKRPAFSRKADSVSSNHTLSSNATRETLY
# West Nile virus CPE: inhibition of WNV-induced cytopathic effect – cell-based, CPE readout (AID 1621); 290,000 tested, 0.02% active; West Nile virus-infected cells, CPE inhibition; higher % means a stronger effect; CPE inhibition, % at 10 µM; hits with a dose series show IC50 in µM; in the data active = a potency from the dose series; note: strong numbers were not always called active
# SV40 large T antigen: TAg ATPase/helicase activity blockers – biochemical (AID 1903) | SV40 large T antigen ATPase/helicase inhibition assay; higher % means a stronger effect | 310,000 tested, 0.39% active | inhibition, % at 20 µM; hits with a dose series show IC50 in µM; in the data active = a potency from the dose series; note: strong numbers were not always called active
# T cell HTS vesicle-bound %: also measured in T cell HTS; calls as there; double positive events, %; measured here: CD8+ vesicle-bound cell fraction;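 binding gate set so that unloaded-vesicle control wells show 10% double positive cells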
# NTR1 agonist cell count 20 µM: second read-out of NTR1 agonist, no call of its own (marks repeat the call); cell count; measured here: cell count, cytotoxicity flag
# * marks the source's active call; other numbers are inactive results; i = inactive; x = not tested or not shown; [ ] = remark or other dose. Not a hit list; any-hit rate near 1.5%.
SMILES,Salmonella PhoP GFP,RSV CPE inhibition,T cell HTS,T cell HTS vesicle-bound %,K1F lysis inhibition,NS5 inhibitors,MgcRacGAP inhibition,NTR1 agonist,NTR1 agonist cell count 20 µM,West Nile virus CPE,SV40 large T antigen
Cc1onc(-c2ccccc2)c1-c1ccnc(N)n1,-2.5%,x,i,13.9,0.5%,-9.3%,2.8%,0.5,59,-0.4%,2.1%
Cc1ccc(S(=O)(=O)Nc2ccccc2C(=O)Nc2sccc2C(=O)NN(C)C)cc1,0.1%,4.5%,i,42.5,-1.3%,-6.2%,3.4%,-0.8,95,-0.1%,4.5%
Cc1ccc(S(=O)(=O)NCC(C)n2nc(C)cc2C)cc1 (centres undefined),-4.9%,1.0%,i,39.4,0.3%,-0.8%,5.2%,-0.2,53,-0.6%,11.4%
COc1ccc(C2=Nn3c(nnc3-c3cccnc3)SC2)cc1,-8.5%,x,x,x,0.1%,-1.6%,7.6%,x,x,0.9%,9.0%
O=C(O)CCN1CC2([N+](=O)[O-])CC=C(OCCO)C([N+](=O)[O-])(C1)C2 (centres undefined),-5.6%,-1.5%,i,65.9,1.4%,5.2%,5.5%,0.3,49,0.3%,2.6%
CN(C)/C(CN1CCCCC1)=C1\N=C(c2ccccc2)OC1=O,-1.0%,1.6%,i,53.2,2.0%,0.0%,12.3%,2.6,65,0.4%,-1.1%
COc1ccc(NC(=O)C2CCC(CNS(=O)(=O)c3csc(C(N)=O)c3)CC2)cc1OC (centres undefined),4.4%,x,i,12.2,-0.3%,-3.5%,-46.8%,-0.2,61,0.4%,-0.4%
Cc1cccc(C)c1OCC(=O)N/N=C/c1cccn1C,7.1%,2.4%,i,13.5,2.4%,-1.4%,7.9%,-0.2,63,-0.1%,8.6%
COc1ccc(S(N)(=O)=O)cc1C(=O)OCC(=O)N1c2ccccc2NC(=O)C1(C)C,x,x,i,33.5,1.2%[50 µM],-6.7%,1.7%,-1.1,61,x,x
O=C(CNc1ccccc1F)Nc1cc(S(=O)(=O)N2CCCCC2)ccc1Cl,x,3.0%,i,16.7,0.8%[50 µM],-5.2%,9.5%,-1.3,55,x,x
O=C(CNC(=S)N(Cc1ccccc1)Cc1ccccc1F)NCc1ccccc1,5.4%,9.2%,i,39.0,0.0%,-2.2%,2.6%,5.2,48,-1.6%,0.5%
Cc1ccc(C)c(NC(=O)CCN2CCC(C)CC2)c1,5.5%,0.3%,i,11.2,-1.4%,6.2%,-2.2%,-0.9,51,-0.5%,14.1%
COc1ccc2c(c1)CCc1c(C(=O)NCCc3ccc(OC)c(OC)c3)noc1-2,0.1%,6.2%,i,52.6,0.7%,-5.6%,-0.9%,2.8,63,-0.3%,1.2%
CC(C)c1ccc(N(CC(=O)N/N=C/c2ccc(OC3CSC3)cc2)S(=O)(=O)c2ccccc2)cc1,20.0%,3.7%,i,3.2,-5.6%,-7.7%,4.6%,1.1,64,-0.2%,-1.8%
COC(=O)c1c(C(=O)OC)c(-c2ccc(C)cc2)n2c1CCC2,4.6%,1.0%,i,4.9,0.7%,0.0%,3.9%,3.3,59,0.5%,16.6%
C=C(C)CNC(=S)NNC(=O)c1cc(C)oc1C,3.5%,2.8%,i,15.4,3.5%,-3.7%,2.9%,0.3,65,-0.1%,14.1%
O=C(COC(=O)Cc1ccsc1)Nc1ccccc1Cl,x,-0.5%,i,32.1,0.4%[50 µM],-0.7%,1.4%,-0.8,49,x,x
Cc1ccc(NC(=O)CN(C)C(=O)CSc2nccn2C)cc1,x,x,i,22.3,1.4%,-8.8%,10.4%,1.2,53,x,x
COc1ccc(Cn2nnnc2C(c2cccs2)N2CCOCC2)cc1 (centres undefined),10.3%,0.1%,i,29.0,0.2%,-2.0%,9.9%,-1.6,41,-0.1%,9.5%
C=CC[N+](C)(C)C/C(Cl)=C(\Cl)c1ccccc1,2.5%,1.1%,i,51.3,0.3%,-8.2%,8.9%,-1.9,51,-0.1%,2.6%
COc1ccc(NC(=O)c2ccc3c(SCC(=O)O)c4c(nc3c2)CCCC4)c(OC)c1,-0.1%,6.5%,i,23.7,0.0%,-7.7%,6.6%,-0.1,44,0.0%,21.6%
CC(=O)c1ccc(NC(=O)C2C3CCC(C3)C2C(=O)O)cc1 (centres undefined),-3.5%,1.8%,i,57.3,-0.6%,-3.5%,2.6%,-0.2,58,-0.3%,5.0%
COc1ccc2nc(SCC(=O)NC3CCCCC3)[nH]c2c1,-2.9%,12.1%,i,14.1,0.2%,-11.6%,5.8%,1.2,46,-0.8%,11.3%
O=C(CCc1nc(-c2ccccc2)no1)NCC1CCCO1 (centres undefined),-10.1%,1.9%,i,56.0,0.1%,9.6%,1.2%,0.6,42,x,8.0%
COc1ccc(-c2cc(-c3ccc(O)cc3)nc(N)c2C#N)cc1,-4.7%,15.0%,i,56.4,-0.6%,-0.8%,16.9%,10.6,50,0.0%,9.6%
O=C(NN=C1CCCCCC1)NC1CCCCC1,13.0%,0.0%,i,23.6,-0.3%,-3.2%,4.8%,1.9,74,1.1%,0.5%
O=[N+]([O-])c1ccc(OCC(O)CNCCNc2nccc(C(F)(F)F)n2)cc1 (centres undefined),-7.8%,1.4%,i,28.5,-1.7%,6.1%,1.1%,1.2,55,-0.8%,11.2%
COc1ccc(NC(=O)Nc2ccc(N3CCOCC3)c3nonc23)c(OC)c1,15.6%,-0.2%,i,20.3,0.2%,26.9%,8.4%,0.1,45,-0.9%,-0.8%
Cc1ccc(-n2c(C)cc(C=C(C#N)C#N)c2C)cc1,-4.0%,2.3%,i,54.0,-0.8%,0.0%,1.4%,3.0,63,-0.3%,10.9%
CC1=NN(C(=O)CCc2ccccc2)C(c2ccccc2)C1 (centres undefined),-1.4%,2.0%,i,63.3,0.2%,-2.7%,14.3%,1.5,79,-0.1%,-1.4%

# Sorted by length of the SMILES (rising): part of the list above
SMILES,Salmonella PhoP GFP,RSV CPE inhibition,T cell HTS,T cell HTS vesicle-bound %,K1F lysis inhibition,NS5 inhibitors,MgcRacGAP inhibition,NTR1 agonist,NTR1 agonist cell count 20 µM,West Nile virus CPE,SV40 large T antigen
O=C(NN=C1CCCCCC1)NC1CCCCC1,13.0%,0.0%,i,23.6,-0.3%,-3.2%,4.8%,1.9,74,1.1%,0.5%
CC(=O)c1ccc(NC(=O)C2C3CCC(C3)C2C(=O)O)cc1 (centres undefined),-3.5%,1.8%,i,57.3,-0.6%,-3.5%,2.6%,-0.2,58,-0.3%,5.0%
O=[N+]([O-])c1ccc(OCC(O)CNCCNc2nccc(C(F)(F)F)n2)cc1 (centres undefined),-7.8%,1.4%,i,28.5,-1.7%,6.1%,1.1%,1.2,55,-0.8%,11.2%
COc1ccc(NC(=O)c2ccc3c(SCC(=O)O)c4c(nc3c2)CCCC4)c(OC)c1,-0.1%,6.5%,i,23.7,0.0%,-7.7%,6.6%,-0.1,44,0.0%,21.6%

# Remaining list, next part
SMILES,Salmonella PhoP GFP,RSV CPE inhibition,T cell HTS,T cell HTS vesicle-bound %,K1F lysis inhibition,NS5 inhibitors,MgcRacGAP inhibition,NTR1 agonist,NTR1 agonist cell count 20 µM,West Nile virus CPE,SV40 large T antigen
CC1(OCON)CCCc2ccccc21 (centres undefined),9.4%,-0.7%,i,19.0,0.4%,-0.8%,5.9%,2.5,89,-0.2%,3.2%
O=C(CCN1C(=O)C2C3C=CC(C3)C2C1=O)NCCc1ccccc1 (centres undefined),-5.1%,1.0%,i,24.0,0.3%,-1.4%,2.0%,-0.3,36,-0.1%,11.2%
Cc1cc(C)c(NC(=O)Cn2nnc(C(=O)NCc3ccc4c(c3)OCO4)c2N)c(C)c1,2.2%,5.0%,i,12.3,0.1%,-6.2%,11.5%,-0.6,57,0.7%,6.3%
NC(=O)CC[C@@H]1NC(=O)[C@H](CO)NC(=O)c2cc([N+](=O)[O-])cc(I)c2NCC[C@@H](C(N)=O)NC(=O)[C@H](Cc2ccc(O)cc2)NC1=O,-2.6%,0.9%,x,x,x,x,x,0.3,71,x,9.5%
C=CCc1cccc(CNc2cnc3ccccc3c2)c1O,6.4%,12.3%,i,26.0,1.6%,-3.1%,8.8%,12.1,54,-1.3%,11.8%
COc1ccc(-c2nc3n(n2)C(c2ccccc2Cl)C(C(N)=O)=C(C)N3)cc1 (centres undefined),-1.1%,-0.3%,i,60.9,3.3%,-9.4%,3.4%,0.8,49,0.1%,4.0%
Cc1ccc(N2C(=O)C3CC3C2=O)cc1 (centres undefined),-7.8%,1.4%,i,69.2,0.3%,-6.3%,11.2%,0.2,99,-0.1%,8.8%
COc1ccc(S(=O)(=O)NCC(=O)N(CC(=O)NCc2ccco2)Cc2ccccc2)cc1,-8.8%,2.5%,i,27.4,-0.5%,2.2%,7.9%,-0.7,57,-0.7%,21.9%
COc1ccc(NC(=O)c2ccc([N+](=O)[O-])s2)c([N+](=O)[O-])c1,1.7%,5.4%,i,27.1,-0.8%,3.1%,5.9%,1.5,51,-0.4%,5.7%

# 5 entries from above in another layout:
structure	Salmonella PhoP GFP	RSV CPE inhibition	T cell HTS	T cell HTS vesicle-bound %	K1F lysis inhibition	NS5 inhibitors	MgcRacGAP inhibition	NTR1 agonist	NTR1 agonist cell count 20 µM	West Nile virus CPE	SV40 large T antigen
C=CCc1cccc(CNc2cnc3ccccc3c2)c1O	6.4%	12.3%	i	26.0	1.6%	-3.1%	8.8%	12.1	54	-1.3%	11.8%
CC1=NN(C(=O)CCc2ccccc2)C(c2ccccc2)C1 (centres undefined)	-1.4%	2.0%	i	63.3	0.2%	-2.7%	14.3%	1.5	79	-0.1%	-1.4%
Cc1ccc(NC(=O)CN(C)C(=O)CSc2nccn2C)cc1	x	x	i	22.3	1.4%	-8.8%	10.4%	1.2	53	x	x
O=C(CNc1ccccc1F)Nc1cc(S(=O)(=O)N2CCCCC2)ccc1Cl	x	3.0%	i	16.7	0.8%[50 µM]	-5.2%	9.5%	-1.3	55	x	x
Cc1ccc(C)c(NC(=O)CCN2CCC(C)CC2)c1	5.5%	0.3%	i	11.2	-1.4%	6.2%	-2.2%	-0.9	51	-0.5%	14.1%

# Bioassay records deposited in PubChem by several laboratories.
